# Bioassay records from PubChem.
# TbHK1 inh – blocks Trypanosoma brucei hexokinase 1 activity. recombinant TbHK1, G6PDH-coupled NADH A340. hit rate 0.11% among 220,000. inhibition, % at 10 µM;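 active = inhibition of 50% or more in the single-dose primary screen; inactive = inhibition below 50%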
# p97 ATPase inh – blocks human p97 ATPase activity | recombinant p97 ATPase, Kinase-Glo ATP luminescence, 3 h | AID 1481 | inhibition, % at 8 µM | hit rate 0.42% among 220,000 | P55072; in the data active = inhibition above about 15%;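 also: 0% = DMSO vehicle and 100% = wells lacking enzyme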
# Target sequence (P55072 whole entry, looked up): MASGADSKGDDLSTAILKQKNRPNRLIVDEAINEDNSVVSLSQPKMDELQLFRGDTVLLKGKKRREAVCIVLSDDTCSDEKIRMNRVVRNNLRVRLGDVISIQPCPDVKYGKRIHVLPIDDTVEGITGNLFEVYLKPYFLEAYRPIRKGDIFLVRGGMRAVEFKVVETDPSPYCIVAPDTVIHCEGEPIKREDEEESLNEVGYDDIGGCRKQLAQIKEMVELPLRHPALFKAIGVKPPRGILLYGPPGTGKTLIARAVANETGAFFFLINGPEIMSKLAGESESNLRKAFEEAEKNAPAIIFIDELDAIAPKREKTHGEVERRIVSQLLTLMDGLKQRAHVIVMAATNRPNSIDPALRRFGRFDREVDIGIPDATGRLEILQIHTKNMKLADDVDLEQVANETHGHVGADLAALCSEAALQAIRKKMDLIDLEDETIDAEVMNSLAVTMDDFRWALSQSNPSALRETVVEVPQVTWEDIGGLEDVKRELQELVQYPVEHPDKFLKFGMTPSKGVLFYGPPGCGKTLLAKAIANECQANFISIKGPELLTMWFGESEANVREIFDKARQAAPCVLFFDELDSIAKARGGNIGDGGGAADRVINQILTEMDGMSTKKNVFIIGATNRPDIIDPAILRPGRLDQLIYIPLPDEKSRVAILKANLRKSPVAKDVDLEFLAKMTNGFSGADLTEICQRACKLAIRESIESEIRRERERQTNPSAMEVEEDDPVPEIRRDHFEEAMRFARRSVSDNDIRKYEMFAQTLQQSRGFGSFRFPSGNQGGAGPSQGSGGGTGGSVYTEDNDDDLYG
# EBV gp42 inh – blocks Epstein-Barr virus glycoprotein 42 binding; Fluorescence polarization binding assay, mP read-out; inhibition, % (tested at 21.74 µM); hit rate 0.42% among 220,000; AID 1085; in the data active = inhibition above about 50%
# p47phox inh – inhibitors of human p47phox binding | P14598 | p47phox/p22phox peptide binding, fluorescence polarization, 2 h | inhibition, % at 24.7 µM | hit rate 0.53% among 220,000 | AID 1274;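 active = inhibition above about 30%, limit read from the data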;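 also: 0% = p47phox with labelled peptide and 100% = labelled peptide alone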
# Furin inhibitor – inhibitors of human furin. P09958. purified furin, fluorogenic substrate cleavage. inhibition, % at 30 µM. hit rate 0.061% among 220,000. AID 463115; in the data active = inhibition above about 25%; also: inactives centre near -15
# Calpain2 inh – inhibitors of pig calpain II | purified calpain II, fluorogenic peptide substrate, 30 min | inhibition, % at 16 µM | hit rate 0.37% among 220,000 | AID 1236;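 active = inhibition above about 50%, limit read from the data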
# RBBP9 inh – inhibitors of human serine hydrolase RBBP9; O75884; recombinant RBBP9, FP-Rh probe fluorescence polarization; inhibition, % at 7.94 µM; hit rate 0.2% among 220,000; AID 1515;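 active = inhibition above the campaign mean of all tested compounds plus 3 SD, cut at about 14% in these data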;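 also: plate controls were DMSO wells with RBBP9 for no effect and wells lacking RBBP9 protein for full effect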
# Target sequence (O75884 whole entry, looked up): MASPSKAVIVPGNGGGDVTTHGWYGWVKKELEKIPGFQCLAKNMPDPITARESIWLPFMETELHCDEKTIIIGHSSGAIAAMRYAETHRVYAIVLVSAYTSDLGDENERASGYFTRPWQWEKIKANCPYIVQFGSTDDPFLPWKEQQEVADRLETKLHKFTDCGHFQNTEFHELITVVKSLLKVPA
#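 System: RBBP9 protein / Buffer or medium: Tris/NaCl buffer pH 8.0 with 0.1% Pluronic / Probe or stimulus: Serine-hydrolase probe FP-Rh, 375 nM pre-mixing / Dosing: 7.94 µM single dose, 0.794% DMSO / Times: enzyme-compound preincubation 30 min, then probe labeling 45 min, 25 °C / Technique: fluorescence polarization (mP), excitation 525 nm, emission 598 nm / Replication: singlicate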
# Runt-CBFb FRET – blocks binding of human RUNX1 Runt domain to CBFb; Q01196+Q13951; inhibition, % at 20 µM; hit rate 0.46% among 220,000; Cerulean-Runt/Venus-CBFb FRET ratio 530/480, 1 h;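 active = inhibition over about 50% at 20 µM in the single-dose screen, limit read from the data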;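 also: 0% = DMSO wells and 100% = excess unlabeled CBFb competitor control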
#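 Reagent – Venus-CBFb binding partner, 100 nM · Assay system – Cerulean-tagged RUNX1 Runt domain (FRET donor) fusion protein · Input – 100 nM per protein · Incubation – two 1 h room-temperature incubations shielded from light · Measured by – FRET fluorescence · Medium – Tris buffer pH 7.5 with salts and BSA · Benchmarks – unlabeled CBFb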
# Runt-SMMHC FRET – inhibitors of human RUNX1 Runt domain binding to CBFb-SMMHC; hit rate 0.74% among 220,000; inhibition, % at 20 µM; Q01196+Q13951; Cerulean-Runt/Venus-CBFb-SMMHC FRET ratio 530/480, 1 h;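 active = mean inhibition across duplicate retests at 20 µM reaching about 50%, limit read from the data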;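 also: 0% = DMSO wells and 100% = wells with excess untagged CBFb-SMMHC; inhibitors lower the FRET ratio by blocking Runt binding to CBFb-SMMHC; some results filed as inactive read as strong as hits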
# An asterisk follows results filed as active; · = not tested or not shown; [ ] = remark or other dose.
no.	SMILES	TbHK1 inh	p97 ATPase inh	EBV gp42 inh	p47phox inh	Furin inhibitor	Calpain2 inh	RBBP9 inh	Runt-CBFb FRET	Runt-SMMHC FRET
1	CC1(C)Cc2ccccc2-c2nnc(SCC(=O)N3CCc4ccccc43)n21	1	-4	-11	4	-2	-19	-5	-2	5
2	N#CCCN(C(=O)CN1C(=O)NC2(CCCC2)C1=O)c1ccccc1F	-9	5	0	13	-17[20 µM]	-56	-5	-1	-2
3	Nc1nc(SCC(=O)N2CCOCC2)n[nH]1	6	-1	4	1	-22	20	-7	0	3
4	O=C(NCc1ccccn1)C(=O)NCC(c1ccco1)N1CCOCC1 (stereo not drawn)	4	4	-9	-12	-15	-8	-6	1	-1
5	CCN(C(=O)c1ccc(NC(C)=O)cc1)c1ccccc1	-7	-7	-12	55*	-9[20 µM]	19	1	2	-1
6	CC(C)=CCN1CCN(Cc2cn[nH]c2C2CCCCC2)CC1CCO (stereo not drawn)	2	1	-8	5	-16	3	2	-1	2
7	O=c1ccn(-c2cccc(C(F)(F)F)c2)nc1-c1ccn(-c2cccc(Cl)c2)n1	-10	-2	-11	-11	-17[20 µM]	-42	2	-12	-7
8	CCC(=O)N1CCN(c2ccc(NC(=O)c3ccc([N+](=O)[O-])o3)cc2Cl)CC1	-35	0	-6	·	2	17	4	0	-5
9	CCOC(=O)c1cnc2c(c(C)nn2CC)c1NC1CC1	4	2	-3	-3	-20	11	-1	1	-2
10	C/C(=N\O)C(=O)Nc1ccccc1	0	7	-2	-6	-14	7	-6	-3	0
11	CCOC(=O)CC1=NS(=O)(=O)c2ccccc2N1	3	4	-22	0	-7	-2	-2	6	14
12	Cc1cc(=O)[nH]c(SCC(=O)Nc2nc(-c3ccccc3)cs2)n1	3	6	4	-37	-28	-31	1	-4	-2

# Pulled by compound from above, 5 records:
no.	SMILES	TbHK1 inh	p97 ATPase inh	EBV gp42 inh	p47phox inh	Furin inhibitor	Calpain2 inh	RBBP9 inh	Runt-CBFb FRET	Runt-SMMHC FRET
6	CC(C)=CCN1CCN(Cc2cn[nH]c2C2CCCCC2)CC1CCO (stereo not drawn)	2	1	-8	5	-16	3	2	-1	2
9	CCOC(=O)c1cnc2c(c(C)nn2CC)c1NC1CC1	4	2	-3	-3	-20	11	-1	1	-2
3	Nc1nc(SCC(=O)N2CCOCC2)n[nH]1	6	-1	4	1	-22	20	-7	0	3
4	O=C(NCc1ccccn1)C(=O)NCC(c1ccco1)N1CCOCC1 (stereo not drawn)	4	4	-9	-12	-15	-8	-6	1	-1
7	O=c1ccn(-c2cccc(C(F)(F)F)c2)nc1-c1ccn(-c2cccc(Cl)c2)n1	-10	-2	-11	-11	-17[20 µM]	-42	2	-12	-7

# Later entries
no.	SMILES	TbHK1 inh	p97 ATPase inh	EBV gp42 inh	p47phox inh	Furin inhibitor	Calpain2 inh	RBBP9 inh	Runt-CBFb FRET	Runt-SMMHC FRET
13	Cc1cc(N2CCC(C)CC2)nc(NCc2ccccc2)n1	3	-7	0	2	-5	29	-6	-1	2
14	C=CCOC(=O)/C(=C/c1ccco1)NC(=O)/C=C/c1ccccc1	-34	-2	-12	-17	-10[20 µM]	2	-7	2	0
15	Cc1ccc2cc(/C=C/C(=O)c3ccco3)c(Cl)nc2c1	-28	10	-21	-8	-12	23	-9	6	-10
16	Cc1cc(OCCN2CC(C)OC(C)C2)ccc1[N+](=O)[O-] (stereo not drawn)	-13	-1	-13	-5	-19	7	-8	-2	2
17	N#Cc1c(-c2ccccc2)[nH]c(=O)[nH]c1=O	-1	-1	-5	-5	-14	8	-4	0	0
18	Cc1oc(-c2ccc(Cl)cc2)nc1CN1CCC(C(=O)NCc2cccnc2)CC1	3	5	3	-9	-26	-3	-4	-2	-8
19	CC(=O)c1cccc(NC(=S)NC(=O)c2ccc(C)cc2Cl)c1	3	2	4	-14	-1	28	-10	0	1
20	NS(=O)(=O)c1cccc(NC(=O)CSc2nc3ccc(Cl)cc3[nH]2)c1	4	5	5	-3	-27	-28	-6	-1	-6
21	O=Cc1ccc(Oc2cc(-c3ccccc3)nc(-c3ccccc3)n2)cc1	1	-1	-11	-7	-16	-29	-10	0	1
22	Cc1nn2c(C)nc3sc4c(c3c2nc1=O)CC(C)(C)OC4	-16	6	-11	-12	-2[20 µM]	-128	-10	2	2
23	O=C(Nc1cccc(F)c1)OC(CN1CCCCC1)C(F)(F)F (stereo not drawn)	-1	0	-2	15	-16[20 µM]	13	-4	1	3
24	CC(c1ccccc1)n1c(Cn2ncc3ccccc3c2=O)n[nH]c1=S (stereo not drawn)	-9	-1	3	-11	-20	-29	-8	12	18
25	Cc1ccc(SCCC(=O)OCC(=O)Nc2ccc(S(N)(=O)=O)cc2)cc1	5	-10	-2	-6	-2	13	-9	0	-1
26	COC(=O)c1ccc(C(C2C(=O)CC(C)(C)CC2=O)C2C(=O)CC(C)(C)CC2=O)cc1	-13	2	5	3	-13	-22	-1	2	0
27	CCOC(=O)c1c(C)[nH]c(C(=O)CN2CC(C)OC(C)C2)c1C (stereo not drawn)	1	-7	-21	10	-26	8	-9	-4	-1
28	CCS(=O)(=O)NCC(c1cccnc1)N1CCN(c2ccccc2OC)CC1 (stereo not drawn)	-11	2	-6	-16	-26	31	-6	2	0
29	Cn1cc(C(=O)NCCN2CCN(c3cccc(Cl)c3)CC2)c2c3ccccc3n(C)c2c1=O	-21	3	-4	-8	-14	-47	-1	0	-6
30	COc1ccc(S(=O)(=O)n2ccc(-c3ccc(OCCN(C)c4ccccn4)cc3)n2)cc1	1	-3	-2	-44	-15[20 µM]	34	6	1	-4
31	CCOCC(=O)Nc1ccc([N+](=O)[O-])cc1C	-4	0	-10	-2	-20	26	-3	-1	-2
32	COc1cccc(CNC2CCCc3ccccc32)c1OC (stereo not drawn)	0	3	4	-11	-9	-29	0	-2	2
33	CN(C)C1C(=O)c2ccccc2C1=O	-14	6	-4	13	-19	0	-4	-2	1
34	CC(=O)Nc1ccc(S(=O)(=O)Nc2nc3ccccc3nc2-n2ccc(=NC(=O)c3ccccc3)cc2)cc1	34	-2	9	-10	2	-23	-12	-35	-44
35	Cc1ccc(C)c(N2CCN(C(=O)C(Cc3ccccc3)n3cccc3)CC2)c1 (stereo not drawn)	8	-8	-6	-5	-9	18	-10	2	0
36	CCCc1nnc(NC(=O)C(=O)NCCN(CC)CC)s1	-12	2	1	2	-17	-16	0	-1	0
37	Cc1ccc(C)c(NC(=S)NC(NC(=O)/C=C/c2ccccc2)C(Cl)(Cl)Cl)c1 (stereo not drawn)	-5	4	-12	1	-17[20 µM]	-14	-4	-3	4
38	c1ccc(CN2CCOCCOCCOCCOCC2)cc1	-7	7	-15	-9	-21	17	7	0	-7
39	N#CC1=C(SCC(=O)NC2CC2)NC(=O)C(C#N)C12CCCCC2 (stereo not drawn)	-16	-2	-6	-9	-14	19	1	-2	-2
40	O=C(O)CCC(=O)NCc1ccc(F)cc1	-7	-5	4	-1	-18[20 µM]	11	-1	0	-3
41	CC1CCN(c2nc3c(c(=O)[nH]c(=O)n3C)n2CC(C)CSc2nnnn2-c2ccccc2)CC1 (stereo not drawn)	-7	-1	4	-4	-10	3	-2	-2	-6
42	CCNC(=S)N1CCc2ccccc2C1	-3	4	-3	-5	-13	-18	-7	-1	-2
43	CCCn1c(SCC(=O)N(CC)CC)nnc1-c1ccncc1	-3	5	-3	-12	-24	4	5	0	-2
44	O=C(Nc1ccccc1N1CCOCC1)c1ccc(N2CCOCC2)c([N+](=O)[O-])c1	-9	-1	-8	1	-9	-3	-8	-3	1
45	O=S(=O)(c1ccc(F)cc1)N1CCN(c2ccc(-c3ccccc3)nn2)CC1	-2	4	-3	-4	-20	-9	-8	4	4
46	CCc1nnc(NC(=O)C2CCCN(S(=O)(=O)c3ccc(OC)cc3)C2)s1 (stereo not drawn)	-3	3	-11	-2	-18	-5	-6	·	·
47	COCCn1c(-c2ccc(OC)cc2)nc2oc3cc(OC)ccc3c(=O)c2c1=O	-35	1	-3	-8	-10[20 µM]	-136	-10	20	0
48	O=c1[nH]c2ccc(NC(=S)Nc3ccccc3)cc2[nH]1	-4	3	-15	-7	-27	-2	5	24	0
49	C#CCSc1nnc(-c2ccccc2)c(=O)[nH]1	-7	-1	-6	4	-20[20 µM]	-20	-4	2	-3
50	COc1ccccc1C(=O)NC(=S)Nc1ccc(NC(=O)c2ccco2)cc1	-6	3	-8	-5	-15	-24	-2	0	-2
51	CCOC(=O)c1c(NC(=O)c2ccoc2C)sc(C)c1C	-5	-7	2	-12	2[20 µM]	-68	-14	-3	-3
52	O=[N+]([O-])c1ccc(C2CC(c3ccccc3)=Nc3ccccc3S2)cc1 (stereo not drawn)	-7	8	-3	6	-11	11	1	56*	-3
53	Cc1ccccc1C(=O)NC1CCN(C(=O)N2CCOCC2)CC1	-1	1	-17	2	-22[20 µM]	-17	-1	-1	-1
54	O=C(c1c(F)c(F)c(F)c(F)c1F)N1CCN(c2cccc(C(F)(F)F)c2)CC1	-13	1	-17	-14	-24[20 µM]	-17	0	-3	-3
55	CCO[C@H]1OC(C(=O)O)=C[C@@H](C2CCCCC2)[C@@H]1CCCO	-6	2	-9	·	-33	15	3	-2	0
56	CN(NC(=O)C(C)(C)C)c1nc(-c2ccccc2)nnc1C(F)(F)F	9	-1	-12	0	-7[20 µM]	-1	-12	2	-5
57	COc1ccc(C(=O)CSc2nnnn2C)c(OC)c1	-7	4	4	-7	-2	-26	-2	·	·
58	O=C(Cn1cccc1)N1CCN(c2ccc(F)cc2)CC1	-3	2	-13	-1	-33	-19	-7	2	-1
59	COC(=O)/C=C/c1oc2ccccc2c1C	-8	5	-11	-1	-20	11	-4	0	1
60	O=C(NCCCN1CCCCC1)c1ccc2c(=O)n(CCc3ccccc3)c(=O)[nH]c2c1	9	-1	0	-16	-27	-65	-3	1	4
61	CCOc1c(C#N)c(C#N)c2nc(C)cc(C)n12	0	7	9	-12	-26	-31	-6	-13	-38
62	O=C(c1cc(-c2ccccn2)nc2ccc(Br)cc12)N1CCc2ccccc2C1	-16	1	3	-38	-7	18	-3	-1	2
63	Cc1cccc(NC(=O)CCCn2c(=S)[nH]c3ccccc3c2=O)c1	0	5	-14	-5	-25	6	-1	1	-2
64	N=C1C(c2nc3ccccc3[nH]2)=C(O)CN1c1ccc(CC(=O)O)cc1	-2	0	-10	-28	-22[20 µM]	-11	0	6	8
65	Cn1c(N)c(C(=O)CSc2ccc3c(c2)OCCO3)c(=O)n(C)c1=O	-3	-1	-7	-13	-16	-16	-4	-2	0
66	CN1C(=O)/C(=N/OC(=O)c2ccccc2Br)c2ccccc21	-4	6	-3	1	-16	24	-4	0	-2
67	COc1cccc(NC(=O)N2CCCC(C(=O)NCc3ccc(F)cc3)C2)c1 (stereo not drawn)	3	4	-6	-19	-6[20 µM]	10	-2	-3	-1
68	Cc1ccc(-n2ncc(C#N)c2/N=C/N(C)C)cc1	0	-6	-9	3	-13[20 µM]	2	-10	0	-1
69	Cc1cccc(NC(=O)c2nnn(-c3cccc(C(F)(F)F)c3)c2N)c1	-1	3	-20	-9	-26	-45	-7	-2	-8
70	COc1cccc(-c2cc(C(F)(F)F)nc(-n3cc(C)cn3)n2)c1	1	-6	0	-21	-19	-57	-2	-4	-5
71	CCOC(=O)C1=C(O)C(=O)N(Cc2ccc(C(C)(C)C)cc2)CC1	7	1	-8	1	-3	35	0	-7	-1
